ALDH1A1 inh: inhibitors of human aldehyde dehydrogenase 1A1 | P00352 | Purified ALDH1A1, NADH fluorescence, propionaldehyde substrate | Potency, µM (top dose mostly 75.3 µM), inactives show at the highest dose activity, negative = inhibition, most hits filed as inhibitors | 7.3% of 220,000 active; active means well fitted inhibition curve with a large enough effect, not every such curve was filed as active; inconclusive means small, poorly fitted or top-dose-only effect, or another doubt; inactive means no such curve, though single readings can be large or run the other way;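 further: plate controls were no enzyme wells and a reference inhibitor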
RECQ1 inh: blocks DNA unwinding by human RECQ1; P46063; RECQ1 DNA unwinding, red fluorescence kinetic read; Potency, µM (titrated, usually from 57.3 µM), inactives show at the highest dose activity, negative = inhibition, actives largely listed as inhibitors; 0.54% of 240,000 active;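 further: plate controls were vehicle for no effect and no enzyme for full effect; nearly all actives have a fitted effect of over 30% in size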
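50 nM RECQ1T1 preincubated 15 min with compound in Tris pH 8.0 buffer with MgCl2, DTT, Tween-20 and 2.5 ug/ml poly(dI-dC); started with 200 nM TAMRA/BHQ-2 forked duplex and 2 mM ATP. Unwinding read as fluorescence (525/598 nm), two reads 2 h apart.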
SMN2 splice enh: SMN2 splice variant enhancement. HEK293 SMN2-luciferase splicing reporter, luminescence, 30-36 h. Potency, µM (doses to about 46.1 µM), for the others: top-dose activity change, positive = activation, usual class: activators. 2.8% of 210,000 active; further: % of control where 0% means no effect; nearly all actives have a fitted effect of over 55% in size
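qHTS luciferase splicing reporter: luminescence rises when SMN2 exon 7 is included in transfected HEK293 cells. Compound exposure lasted 30-36 h at 37C, with 4.5 mM final sodium butyrate as control, followed by a ONE-Glo read.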
Lamin A splicing: LMNA splicing modulation; HeLa LMNA splicing GFP/RFP minigene ratio, 48 h; Potency, µM (highest dose often 46.1 µM), for inactives: at the highest dose ratio change, negative = inhibition, most hits filed as inhibitors; 0.01% of 200,000 active; active means well fitted inhibition curve with a large enough effect in the signal ratio, with a control signal flat, not every such curve was filed as active; inconclusive means small, poorly fitted or top-dose-only effect, or effect the other way, or a change in a side signal; the % refers to the signal ratio; further: on the % scale 0 is the no-effect control and ±100 the full control effect
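S3 HeLa stable clones carrying a lamin A-EGFP splicing minigene plus DsRed2 were seeded at 600 cells/well in Opti-MEM with 2% FBS, pin-dosed and incubated 48 h at 37°C. Acumen cytometry (488 nm) gave the GFP/RFP total-intensity ratio.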
JMJD2E inh: blocks human JMJD2E demethylase activity. JMJD2E catalytic domain, FDH-coupled NADH fluorescence (FDH is formaldehyde dehydrogenase). AID 2147. B2RXH2. 1.6% of 230,000 active. Potency, µM (doses to about 57.1 µM), without a hit: top-dose activity change, negative = inhibition, actives largely listed as inhibitors; active means well fitted inhibition curve with a large enough effect, not every such curve was filed as active; inconclusive means small, poorly fitted or top-dose-only effect, or another doubt; inactive means no such curve, though single readings can be large or run the other way;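 further: 0% = wells with enzyme and -100% = buffer wells without enzyme; nearly all actives have a fitted effect of over 50% in size; many of its hits are not listed in these tables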
Target sequence (B2RXH2 1-337 limits assumed): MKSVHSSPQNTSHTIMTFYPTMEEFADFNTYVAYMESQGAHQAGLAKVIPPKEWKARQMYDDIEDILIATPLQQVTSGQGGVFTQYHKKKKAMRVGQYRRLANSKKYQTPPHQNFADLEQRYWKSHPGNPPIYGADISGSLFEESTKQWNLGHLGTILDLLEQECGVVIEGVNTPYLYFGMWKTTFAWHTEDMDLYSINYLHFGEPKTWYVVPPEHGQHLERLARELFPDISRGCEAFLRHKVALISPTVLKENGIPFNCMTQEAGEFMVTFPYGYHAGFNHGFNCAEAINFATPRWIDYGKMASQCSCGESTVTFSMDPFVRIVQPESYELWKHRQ
KinaseGlo FLuc: blocks Kinase-Glo luciferase, a counter-screen artifact | Q27757 | Kinase-Glo luciferase, ATP luminescence, 8 min | Potency, µM (top dose mostly 38.3 µM), for the others: top-dose activity change, negative = inhibition, most hits filed as inhibitors | 0.28% of 200,000 active | AID 1379; further: on the % scale 0 is the no-effect control and ±100 the full control effect; nearly all actives have a fitted effect of over 60% in size
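Compound is pinned into ATP-containing buffer (10 uM ATP, imidazole pH 7.2, 7 mM MgCl2). Kinase-Glo luciferase reagent is then added. Light output is recorded following an 8-min room-temperature incubation.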
* = called active by the depositor; ? = inconclusive; [ ] = another dose, or the depositor's remark. Unless noted, the call rests on the fitted dose curve; in most records, active means well fitted curve in the direction sought with a large enough effect; inconclusive means small, poorly fitted or top-dose-only effect, or another doubt; inactive means no such curve, though single readings can be large; an effect the other way counts as inactive or inconclusive. Potency means the concentration at half of the fitted maximal effect. Only part of the results is shown; rates above refer to the full screens.

SMILES | ALDH1A1 inh | RECQ1 inh | SMN2 splice enh | Lamin A splicing | JMJD2E inh | KinaseGlo FLuc
CC(=O)c1ccc2c(c1)N(CCCN(C)C)c1ccccc1S2 | 5%[20.9 µM] | -29%[25.9 µM] | -3%[20.6 µM] | ? | -1%[25.5 µM] | 2%[17.1 µM]

Screening results deposited in PubChem BioAssay by National Center for Advancing Translational Sciences (NCATS).
